ERAP1 inh: blocks human ERAP1 aminopeptidase activity | Q9NZ08 | recombinant ERAP1, Leu-AMC fluorescence, 60 min | inhibition, % at 10.7 µM | 340,000 tested, 0.15% active | AID 652197;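 active means mean replicate inhibition of at least 30%, or all replicates individually reaching that 30% level; inactive means mean below 30% and not every replicate reaching it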;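 further: 0% = neutral control wells and 100% = L-leucinethiol positive control wells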
Target sequence (Q9NZ08 whole entry, looked up): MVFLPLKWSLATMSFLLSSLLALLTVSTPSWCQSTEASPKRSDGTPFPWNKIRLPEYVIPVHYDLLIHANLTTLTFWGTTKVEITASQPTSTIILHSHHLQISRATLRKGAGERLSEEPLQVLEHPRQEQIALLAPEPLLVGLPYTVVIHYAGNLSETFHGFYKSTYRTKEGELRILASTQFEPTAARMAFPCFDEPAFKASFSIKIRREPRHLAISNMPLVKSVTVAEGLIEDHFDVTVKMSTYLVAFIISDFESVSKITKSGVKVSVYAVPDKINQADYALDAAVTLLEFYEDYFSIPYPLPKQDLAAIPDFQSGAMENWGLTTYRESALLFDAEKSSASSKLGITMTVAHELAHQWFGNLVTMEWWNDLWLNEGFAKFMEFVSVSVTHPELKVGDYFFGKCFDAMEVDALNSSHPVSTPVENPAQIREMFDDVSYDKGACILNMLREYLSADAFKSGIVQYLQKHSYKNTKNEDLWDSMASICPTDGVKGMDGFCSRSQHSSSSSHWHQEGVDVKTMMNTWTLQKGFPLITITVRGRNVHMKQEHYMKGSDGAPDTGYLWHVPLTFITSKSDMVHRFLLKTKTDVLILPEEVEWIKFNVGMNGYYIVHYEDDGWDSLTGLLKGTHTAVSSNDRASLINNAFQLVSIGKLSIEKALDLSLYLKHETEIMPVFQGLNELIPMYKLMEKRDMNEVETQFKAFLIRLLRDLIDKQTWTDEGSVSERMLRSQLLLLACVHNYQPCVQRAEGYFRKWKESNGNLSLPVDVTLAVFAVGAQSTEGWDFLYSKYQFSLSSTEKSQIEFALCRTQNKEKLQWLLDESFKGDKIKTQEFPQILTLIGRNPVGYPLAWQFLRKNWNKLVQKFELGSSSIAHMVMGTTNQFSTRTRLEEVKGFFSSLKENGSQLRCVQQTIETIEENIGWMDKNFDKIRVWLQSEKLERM
PAX8 inh HTS: lowers PAX8-driven luciferase in RMG-I cells; RMG-I TPO-luciferase reporter, SteadyGlo, 24 h; inhibition, % at 12.6 µM; 360,000 tested, 1.2% active; AID 652154;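 active means mean replicate inhibition at least 60% with every replicate also reaching 60%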;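 further: luciferase light reporting Pax8 driven TPO promoter activity; plate controls were median of neutral control wells for no effect and mitoxantrone controls for full effect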
PglD inh: blocks C. jejuni PglD acetyltransferase activity | inhibition, % at 12.5 µM | purified PglD enzyme, DTNB colorimetric CoA detection | 360,000 tested, 0.098% active; in the data active means inhibition above about 16%, passing the limit was not always enough; further: strong numbers were not always called active
S100A4 inh HTS: S100A4-myosin IIA interaction inhibition; AID 652163; inhibition, % at 10.7 µM; S100A4/TAMRA-MyoIIA peptide fluorescence polarization; 360,000 tested, 0.14% active;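 active means mean inhibition of at least 70% across replicates, with every replicate also reaching that level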
Target sequence (P26447 whole entry, looked up): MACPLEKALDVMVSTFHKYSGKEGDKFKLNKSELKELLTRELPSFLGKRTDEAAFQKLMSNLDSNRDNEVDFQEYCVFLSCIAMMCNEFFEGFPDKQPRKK
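assay system = human S100A4 monomer with TAMRA-labelled myosin IIA peptide | also added = labelled myosin peptide probe, 5 nM | incubation = 5 min between mix addition and reading | control set = DMSO and TFP controls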
FN deposition inh: fibronectin deposition inhibition. AH1F fibroblasts, Alexa488-fibronectin deposition fluorescence, overnight. inhibition, % at 12.6 µM. 350,000 tested, 0.086% active. AID 743247;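 active means mean inhibition across replicates of 30% or more, regardless of how many single replicates reach that level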;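 further: positive control wells lacked labelled fibronectin entirely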
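Material: AH1F fibroblast monolayer depositing Alexa488-labelled fibronectin into matrix / Amount: 10000 AH1F cells per well / Signal: fluorescence 485/525 nm / Medium: DMEM, 2% serum / Compound: single dose, pinned / Incubation: 1 h cell adhesion before compound, then overnight fibronectin incubation / Reagent: Alexa488-FN, 24 nM final / Read-out: inhibition of fibronectin deposition signal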
EWS-Fli block: inhibitors of EWS/Fli oncoprotein transcriptional activity; A673 NR0B1-luciferase reporter, viability-normalised; 350,000 tested, 0.67% active; inhibition, % at 12.6 µM; AID 651661;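 active means mean inhibition of at least 50% after viability correction, with every replicate also passing that limit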;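 further: firefly luciferase signal divided by Alamar Blue viability fluorescence both relative to DMSO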
PGC1a acetyl inh: lowers PGC1a acetylation signal in U2OS cells. AlphaScreen anti-acetyl-lysine; with virally co-expressed GCN5 acetyltransferase. inhibition, % at 15.6 µM. 350,000 tested, 0.17% active. AID 651687;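 active means every replicate shows inhibition of at least 40%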;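 further: 0% = neutral control wells and 100% = positive control wells; some results beyond the cut were filed as inactive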
LGR2 inh: inhibitors of bursicon-induced Drosophila LGR2 receptor cAMP signaling | HEK293 LGR2, CRE-luciferase, bursicon-stimulated, 4 h | inhibition, % at 9.99 µM | 380,000 tested, 0.35% active | AID 720647;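 active means drop in luminescence signal, shown as inhibition above about 50% in the replicate tests, limit read from the data, passing the limit was not always enough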;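 further: agonist challenge used bursicon conditioned medium at about half maximal strength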
* = called active by the depositor.

How did CCCS(=O)(=O)NC(=O)C1(C)CCCN(C(=O)c2ccc3ccccc3c2)C1 (centres undefined) do in these assays?
ERAP1 inh: -1; PAX8 inh HTS: 0; PglD inh: -2; S100A4 inh HTS: 0; EWS-Fli block: -6; PGC1a acetyl inh: 1; LGR2 inh: -3

What do the screens show for `CC(C)(C)C1=CC(=Nc2ccccc2N)C=C(C(C)(C)C)C1=O`?
ERAP1 inh: 3; PAX8 inh HTS: 56; S100A4 inh HTS: -6; FN deposition inh: 16; EWS-Fli block: 19; PGC1a acetyl inh: -3; LGR2 inh: 17

What do the screens show for `CCNC(=O)C1(C)CCN(C(=O)c2cccnc2SC)C1` (centres undefined)?
ERAP1 inh: -1; PAX8 inh HTS: -17; PglD inh: -8; S100A4 inh HTS: -3; FN deposition inh: 2; EWS-Fli block: 4; PGC1a acetyl inh: 5; LGR2 inh: -2

Results for Cc1nc2ccccc2nc1OCC(=O)Nc1ccccc1 ?
ERAP1 inh: -6; PAX8 inh HTS: 6; PglD inh: -2; S100A4 inh HTS: 11; FN deposition inh: 18; EWS-Fli block: -46; PGC1a acetyl inh: 4; LGR2 inh: -6

How did CCCN1C[C@H](C)[C@H](OC)CN(C)C(=O)c2ccc(NS(=O)(=O)c3cn(C)cn3)cc2OC[C@@H]1C do in these assays?
ERAP1 inh: 3; PAX8 inh HTS: -12; PglD inh: -2; S100A4 inh HTS: -3; FN deposition inh: -17; EWS-Fli block: 7; PGC1a acetyl inh: -10; LGR2 inh: -13

What do the screens show for `CCOC(=O)c1c(C)[nH]c(C)c1C(=O)COC(=O)/C=C/c1cccc([N+](=O)[O-])c1`?
ERAP1 inh: -7; PAX8 inh HTS: -1; PglD inh: -3; S100A4 inh HTS: -2; FN deposition inh: -4; EWS-Fli block: 7; PGC1a acetyl inh: -2; LGR2 inh: 16

Results for CCOC(=O)C(C)n1nc(/C=C/c2ccc(OC)cc2)ccc1=O (centres undefined) ?
ERAP1 inh: 13; PAX8 inh HTS: -9; S100A4 inh HTS: -8; FN deposition inh: 13; EWS-Fli block: 3; PGC1a acetyl inh: -19; LGR2 inh: 10

How did Cc1c(C)n(CCc2ccccc2)c2ncnc(NCCCO)c12 do in these assays?
ERAP1 inh: 2; PAX8 inh HTS: -106; S100A4 inh HTS: -4; FN deposition inh: -8; EWS-Fli block: -162; LGR2 inh: -73

Results for C[C@H]1CN([C@@H](C)CO)C(=O)c2cc(Br)cnc2O[C@H]1CN(C)C(=O)C1CCCCC1 ?
ERAP1 inh: 0; PAX8 inh HTS: -33; PglD inh: -1; S100A4 inh HTS: 9; EWS-Fli block: 2; PGC1a acetyl inh: 6; LGR2 inh: 6

Results for Cc1c(C(=O)OCC(=O)NC2CCCCC2)oc2ccccc12 ?
ERAP1 inh: 4; PAX8 inh HTS: -14; PglD inh: -2; S100A4 inh HTS: 4; FN deposition inh: 2; EWS-Fli block: -5; PGC1a acetyl inh: 2; LGR2 inh: -24

What do the screens show for `O=C(COC(=O)CN1C(=O)NC2(CCCCC2)C1=O)Nc1cc(F)ccc1F`?
ERAP1 inh: -2; PAX8 inh HTS: 10; PglD inh: 4; S100A4 inh HTS: -4; FN deposition inh: -1; EWS-Fli block: -3; PGC1a acetyl inh: 10; LGR2 inh: -13

Results for CCOc1cc(/C=C2/C(=O)N(c3ccccc3)N=C2C)ccc1OC(=O)c1cccs1 ?
ERAP1 inh: 4; S100A4 inh HTS: -3; EWS-Fli block: 7; PGC1a acetyl inh: 5

Results for O=C(CCCNS(=O)(=O)c1ccc(F)cc1)Nc1ccc(F)cc1 ?
ERAP1 inh: 0; PAX8 inh HTS: -6; PglD inh: 0; S100A4 inh HTS: -22; FN deposition inh: 0; EWS-Fli block: 5; LGR2 inh: 1

What do the screens show for `CCOC(=O)C1CCN(C(=O)Cc2cccs2)CC1`?
ERAP1 inh: 3; PglD inh: -1; S100A4 inh HTS: -1; PGC1a acetyl inh: 3

How did CO[C@H]1CN(C)C(=O)c2cc(NC(=O)C3CCCCC3)ccc2OC[C@H](C)N(Cc2cccnc2)C[C@@H]1C do in these assays?
ERAP1 inh: 0; PAX8 inh HTS: -3; PglD inh: 1; S100A4 inh HTS: 5; FN deposition inh: 4; EWS-Fli block: -16; LGR2 inh: 9

How did CO[C@H]1CN(C)C(=O)c2cc(NC(=O)C3CC3)ccc2OC[C@H](C)N(Cc2cc(F)ccc2F)C[C@@H]1C do in these assays?
ERAP1 inh: -3; PAX8 inh HTS: 28; PglD inh: 2; S100A4 inh HTS: -1; FN deposition inh: -2; EWS-Fli block: -5; PGC1a acetyl inh: -7; LGR2 inh: 36

How did CC(=O)c1ccc(N2CCN(C(=O)c3ccc(S(=O)(=O)NCc4ccco4)cc3)CC2)cc1 do in these assays?
ERAP1 inh: 0; PAX8 inh HTS: 7; PglD inh: -9; S100A4 inh HTS: -3; FN deposition inh: 3; EWS-Fli block: -1; PGC1a acetyl inh: -18; LGR2 inh: -9

How did CCOC(=O)C(=O)N1CCC(Cc2ccccc2)CC1 do in these assays?
ERAP1 inh: -2; PAX8 inh HTS: 8; S100A4 inh HTS: 8; FN deposition inh: 14; EWS-Fli block: 9; PGC1a acetyl inh: -1; LGR2 inh: 6

Results for CSc1nc2c(c(=O)[nH]1)C(c1ccc(Cl)cc1)CC(=O)N2 (centres undefined) ?
ERAP1 inh: -6; PAX8 inh HTS: 13; S100A4 inh HTS: 2; FN deposition inh: 17; EWS-Fli block: 9; PGC1a acetyl inh: -14

What do the screens show for `COc1ccc(OC)c(-c2csc(NC(=O)Cc3cccs3)n2)c1`?
ERAP1 inh: -4; PAX8 inh HTS: -3; PglD inh: 0; S100A4 inh HTS: -6; FN deposition inh: -2; EWS-Fli block: 9; LGR2 inh: -9

Results for CCCCNC(=O)/C=C/c1cccs1 ?
PAX8 inh HTS: -50; PglD inh: 3; FN deposition inh: -7; PGC1a acetyl inh: 3; LGR2 inh: -20

Results for COc1ccc(C(=O)Cn2c(NCCO)nc3ccccc32)cc1 ?
ERAP1 inh: -7; PAX8 inh HTS: 18; PglD inh: -2; S100A4 inh HTS: 3; FN deposition inh: 4; EWS-Fli block: -2; PGC1a acetyl inh: 20; LGR2 inh: 19

What do the screens show for `CC(=O)N1CCN(c2ccc(NC(=O)c3ccc(F)cc3)cc2)CC1`?
ERAP1 inh: -1; PAX8 inh HTS: -2; PglD inh: 1; S100A4 inh HTS: -11; FN deposition inh: -5; EWS-Fli block: -6; PGC1a acetyl inh: 3; LGR2 inh: -2

How did COc1ccc(CN(C)C[C@@H]2Oc3ccc(NC(=O)NC(C)C)cc3CC(=O)N([C@H](C)CO)C[C@H]2C)cc1 do in these assays?
ERAP1 inh: 2; PAX8 inh HTS: -9; PglD inh: -16; S100A4 inh HTS: 3; PGC1a acetyl inh: -11; LGR2 inh: -4

How did C[C@H]1CN([C@@H](C)CO)C(=O)Cc2cc(NC(=O)CCC(F)(F)F)ccc2O[C@H]1CN(C)Cc1ccc(C(=O)O)cc1 do in these assays?
ERAP1 inh: -3; PAX8 inh HTS: 10; PglD inh: 11; S100A4 inh HTS: 8; EWS-Fli block: -3; PGC1a acetyl inh: -2; LGR2 inh: -9

Results for CC(C)[C@H](NC(=O)[C@@H]1Cc2ccccc2CN1)C(=O)Nc1ccc2c(c1)OCCO2 ?
ERAP1 inh: -1; PAX8 inh HTS: -12; S100A4 inh HTS: -1; FN deposition inh: 8; EWS-Fli block: 10; PGC1a acetyl inh: 1; LGR2 inh: 0

How did CN1CCN(C(=O)C[C@H]2C[C@H]3c4cc(NC(=O)NC5CCCCC5)ccc4O[C@H]3[C@H](CO)O2)CC1 do in these assays?
ERAP1 inh: -2; PAX8 inh HTS: -6; PglD inh: 4; S100A4 inh HTS: 2; FN deposition inh: 8; EWS-Fli block: -3; PGC1a acetyl inh: 2; LGR2 inh: 13

Results for O=C(COC(=O)CCC(=O)c1ccc(F)cc1)NCCc1ccccc1 ?
ERAP1 inh: -3; PAX8 inh HTS: 2; PglD inh: 3; S100A4 inh HTS: 2; FN deposition inh: 1; EWS-Fli block: -19; PGC1a acetyl inh: -3; LGR2 inh: -16

What do the screens show for `Cc1occc1C(=O)N/N=C/c1ccc[nH]1`?
ERAP1 inh: 0; PAX8 inh HTS: -53; PglD inh: -3; S100A4 inh HTS: -3; PGC1a acetyl inh: -2; LGR2 inh: 18

Results for Cc1ccc2nc3nc(NCC4CCCO4)c(C(=O)NC4CCCC4)cc3c(=O)n2c1 (centres undefined) ?
PAX8 inh HTS: -7; PglD inh: -118; FN deposition inh: -4; EWS-Fli block: -2; PGC1a acetyl inh: 5; LGR2 inh: 7

How did CC=Cc1ccc2n(c1=O)C[C@@H]1[C@@H](CO)[C@H](C(=O)N3CCc4ccccc4C3)N(C)[C@H]21 (mixture of isomers) do in these assays?
ERAP1 inh: -6; S100A4 inh HTS: 0; EWS-Fli block: -4; LGR2 inh: -10

What do the screens show for `COCCNC(=O)C[C@H]1CC[C@@H]2[C@H](COc3ccc(NC(=O)C4CCOCC4)cc3C(=O)N2C)O1`?
ERAP1 inh: -1; PAX8 inh HTS: -8; PglD inh: 0; S100A4 inh HTS: -9; FN deposition inh: -5; EWS-Fli block: 1; PGC1a acetyl inh: 7; LGR2 inh: 11

Results for CCc1c(C)nc2ncnn2c1NCCc1ccc(Cl)cc1 ?
ERAP1 inh: 6; PAX8 inh HTS: 28; S100A4 inh HTS: -10; EWS-Fli block: 23; PGC1a acetyl inh: 6; LGR2 inh: 1

What do the screens show for `COc1cc(F)ccc1-c1cc(C(=O)NCC2CCCCC2)[nH]n1`?
ERAP1 inh: -2; PAX8 inh HTS: -26; PglD inh: -4; S100A4 inh HTS: -1; FN deposition inh: -2; EWS-Fli block: 0; PGC1a acetyl inh: 13; LGR2 inh: -7

Results for O=C(Nc1ccccc1F)N1C[C@@H]2[C@H](c3ccccc31)[C@H](CO)N2C(=O)c1ccccn1 ?
ERAP1 inh: 2; PAX8 inh HTS: -70; PglD inh: 1; S100A4 inh HTS: -29; EWS-Fli block: -28; PGC1a acetyl inh: 3; LGR2 inh: -26

What do the screens show for `COc1ccc(-c2nc(CS(=O)(=O)CC(=O)NC3CCCCC3C)c(C)o2)cc1` (centres undefined)?
ERAP1 inh: -2; PAX8 inh HTS: -5; S100A4 inh HTS: 8; FN deposition inh: 1; EWS-Fli block: 0; LGR2 inh: 5

Results for CCCCCCCCN1C(=O)[C@H](CC(=O)N2CCSCC2)C[C@@]2(C(=O)OC)CCCCC=C12 ?
ERAP1 inh: -2; PAX8 inh HTS: 6; S100A4 inh HTS: -1; FN deposition inh: 1; EWS-Fli block: 1; LGR2 inh: 1

How did O=C(NCc1ccccc1)[C@@]1(Cc2ccccc2)N=C(c2ccc(OCCCO)cc2)O[C@H]1c1ccccc1 do in these assays?
ERAP1 inh: 2; PglD inh: 3; S100A4 inh HTS: 5; EWS-Fli block: 21; PGC1a acetyl inh: -45

How did COc1ccc(CN(C)C[C@H]2OCCCC[C@@H](C)Oc3ccc(NS(=O)(=O)c4ccc(OC)cc4)cc3C(=O)N([C@H](C)CO)C[C@@H]2C)cc1 do in these assays?
PAX8 inh HTS: -7; PglD inh: -1; FN deposition inh: 4; EWS-Fli block: 5; PGC1a acetyl inh: 4; LGR2 inh: -3

Among those listed so far, these have an aryl thioether with sulfur outside any ring:
What do the screens show for `CCNC(=O)C1(C)CCN(C(=O)c2cccnc2SC)C1` (centres undefined)?
ERAP1 inh: -1; PAX8 inh HTS: -17; PglD inh: -8; S100A4 inh HTS: -3; FN deposition inh: 2; EWS-Fli block: 4; PGC1a acetyl inh: 5; LGR2 inh: -2

Results for CSc1nc2c(c(=O)[nH]1)C(c1ccc(Cl)cc1)CC(=O)N2 (centres undefined) ?
ERAP1 inh: -6; PAX8 inh HTS: 13; S100A4 inh HTS: 2; FN deposition inh: 17; EWS-Fli block: 9; PGC1a acetyl inh: -14

Compound activity deposited in PubChem by Broad Institute.
